# High-throughput results from PubChem.
# MITF primary: human MITF inhibition, primary screen | AlphaScreen MITF homodimerization, bead proximity signal | inhibition, % at 2.6 µM | actives 0.91% (n = 650,000); in the data active means inhibition above about 50%;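 further: 0% = vehicle wells with protein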
# FBW7 act: activators of human E3 ligase FBW7. AID 1259310. AlphaScreen FBW7–phospho-cyclin E peptide binding, activator screen. actives 0.13% (n = 650,000). normalized activity (activation), % at 26.1 µM; in the data active means normalized activity above about 1.9%;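 further: purified mutant Fbw7 with reduced substrate affinity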
# Target sequence (Q969H0 whole entry, looked up): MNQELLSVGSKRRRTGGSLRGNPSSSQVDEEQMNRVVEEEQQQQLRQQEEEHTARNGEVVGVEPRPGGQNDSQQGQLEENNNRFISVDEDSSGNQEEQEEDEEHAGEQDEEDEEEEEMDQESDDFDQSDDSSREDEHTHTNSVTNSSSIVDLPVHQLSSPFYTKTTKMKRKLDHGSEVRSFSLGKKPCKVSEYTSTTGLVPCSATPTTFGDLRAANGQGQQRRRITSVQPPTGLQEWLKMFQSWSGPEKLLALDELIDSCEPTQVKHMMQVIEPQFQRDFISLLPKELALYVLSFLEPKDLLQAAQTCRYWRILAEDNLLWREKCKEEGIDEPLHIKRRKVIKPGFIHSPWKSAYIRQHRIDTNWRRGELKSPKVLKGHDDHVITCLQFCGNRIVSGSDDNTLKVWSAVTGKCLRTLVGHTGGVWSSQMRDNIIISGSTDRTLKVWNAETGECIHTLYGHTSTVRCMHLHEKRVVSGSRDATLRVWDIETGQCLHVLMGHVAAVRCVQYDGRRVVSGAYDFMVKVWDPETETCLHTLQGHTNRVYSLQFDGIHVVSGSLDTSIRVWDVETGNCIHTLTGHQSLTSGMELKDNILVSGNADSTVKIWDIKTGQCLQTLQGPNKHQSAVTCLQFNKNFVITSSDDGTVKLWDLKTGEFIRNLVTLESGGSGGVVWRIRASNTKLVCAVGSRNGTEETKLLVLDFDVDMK
# GPR151 ag: activates the human receptor GPR151; Q8TDV0; PathHunter beta-arrestin GPR151 cells, luminescence; activation, % at 11.2 µM; actives 1% (n = 650,000); in the data active means activation above about 4.9%;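 further: 0% = median of compound wells and 100% = cells with positive control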
# Target sequence (Q8TDV0 whole entry, looked up): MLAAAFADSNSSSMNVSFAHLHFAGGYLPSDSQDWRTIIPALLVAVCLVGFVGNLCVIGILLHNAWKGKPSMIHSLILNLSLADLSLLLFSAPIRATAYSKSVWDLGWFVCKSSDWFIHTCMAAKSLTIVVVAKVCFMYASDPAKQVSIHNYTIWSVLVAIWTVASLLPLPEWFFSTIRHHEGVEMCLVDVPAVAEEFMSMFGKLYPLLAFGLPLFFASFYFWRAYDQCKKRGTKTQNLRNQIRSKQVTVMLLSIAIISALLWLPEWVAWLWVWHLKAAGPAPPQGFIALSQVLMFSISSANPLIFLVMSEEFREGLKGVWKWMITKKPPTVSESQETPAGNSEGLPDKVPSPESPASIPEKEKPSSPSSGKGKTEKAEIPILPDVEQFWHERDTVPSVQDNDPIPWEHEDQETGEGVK
# TEAD-YAP block: TEAD-YAP interaction inhibition. actives 1.4% (n = 640,000). AID 1259422. inhibition, % at 9.12 µM. HEK-TIYL cells, TEAD-Gal4/YAP UAS-luciferase luminescence; in the data active means inhibition above about 32%;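 further: 0% = median of test compound wells and 100% = reference inhibitor wells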
# The depositor's hits bear a star.
SMILES	MITF primary	TEAD-YAP block	GPR151 ag	FBW7 act
COc1ccc(NC(=O)C(=O)NN=C(C)C)cc1Cl	9	11	-0.6	0.0
COc1cc2nc(SCC(=O)NCc3ccco3)n3nc(C)nc3c2cc1OC	8	-4	-1.1	0.1
CC(=O)Nc1ccc(NC(=O)CSc2ccccn2)cc1	31	-7	-1.8	0.5
Cc1nc2nc(SCC(=O)Nc3cccc(Cl)c3C)nn2c(C)c1Cc1ccc(F)cc1Cl	17	-10	1.1	0.4
Cc1cc(OCC(O)CN2CCN(c3ccccc3F)CC2)ccc1C(C)C (stereo not given)	1	-9	-0.1	-0.4
CCN(CC)CCCNC(=O)c1cnn2c(C)c(Cc3c(F)cccc3Cl)c(C)nc12	0	0	0.2	-0.2
CCN(CC)CCCCCCCCOC(=O)c1cc(OC)c(OC)c(OC)c1	10	3	0.0	0.1
O=C(Oc1ccccc1N1C(=O)CCC1=O)c1ccc(Cl)cc1Cl	0	-5	1.1	-0.2
COC(CN(C)c1ccc(Br)cn1)OC	13	8	1.0	0.8
C/C(=N\O)c1ccc2c(c1)c1cc(/C(C)=N/O)ccc1n2C(C)C	4	5	2.0	0.5

# The listing continues:
SMILES	MITF primary	TEAD-YAP block	GPR151 ag	FBW7 act
Cn1c(=NC(=O)c2ccco2)sc2cc3c(cc21)OCCO3	8	-59	-1.0	0.1
CCCCOc1cc(O)c2c(=O)cc(-c3ccccc3)oc2c1	-4	1	-0.7	-0.1
Cc1cc2cc(CN(CC3CCCO3)C(=O)c3cnccn3)c(=O)[nH]c2cc1C (stereo not given)	11	7	-0.6	0.2
Cc1noc(C)c1-c1nc(NCCN(C(C)C)C(C)C)c2ncn(-c3ccccc3)c2n1	-5	-3	-0.7	0.0
Cc1cc(C(=O)COC(=O)COc2ccc3c(c2)CCC3)c(C)n1CC1CCCO1 (stereo not given)	-11	1	-1.8	0.7
COc1ccc(C(=O)Nc2sc3c(c2C#N)CC(C)(C)NC3(C)C)cc1OC	4	-13	-0.6	0.1
Cc1ccc(NC(=O)Cn2nnc(-c3nc(-c4ccncc4)no3)c2N)cc1	7	3	1.3	-0.1
CCOc1cc2c(cc1OCC)C(C(=O)O)C(c1ccc(OC)c(O)c1)N(C)C2=O (stereo not given)	10	2	-0.2	0.2
CC(CNC(=O)c1cccc(Cl)c1)NC(=O)c1cccc(Cl)c1 (stereo not given)	8	2	-0.6	0.4
Cc1nc2ccc(Cl)cn2c1C(=O)N/N=C\c1ccc(C(=O)O)cc1	11	7	-0.4	0.1

# (cont.)
SMILES	MITF primary	TEAD-YAP block	GPR151 ag	FBW7 act
CCOC(=O)c1cc(-c2ccc(OC)cc2F)nc2onc(C)c12	3	-3	-1.3	0.1
COc1ccc(-n2nc(C(=O)NCC(=O)N3CCOCC3)c3ccccc3c2=O)cc1	-14	0	-0.8	0.0
OCCN1CCN(Cc2ccc3c(c2)CN(Cc2ccccc2F)CCO3)CC1	-7	0	-0.8	-0.1
Cc1cc(C)cc(OCC(=O)N/N=C/c2c[nH]c3ccccc23)c1	-7	3	1.5	-0.1
CN(C)CCNc1nc2ccccc2n1C	-4	-1	0.1	0.0
O=C(Nc1ccc(F)c(Cl)c1)N1CCN(c2cc(-n3ccnc3)ncn2)CC1	-10	0	0.8	0.0
COc1ccc(N2CCCS2(=O)=O)cc1NC(=O)c1ccccc1F	-5	4	-0.5	0.1
COC(=O)C1=CN(C(C)C)C=C(C(=O)OC)C1c1ccc(C(C)C)cc1	-21	-10	-0.9	1.0
O=C(CSc1ncnc2c1nnn2-c1ccc(F)cc1)NCc1ccco1	5	8	-0.4	0.0
Cc1cc(C)nc(SCc2nnc(SCC(N)=O)n2-c2ccc(Cl)cc2)n1	4	4	-0.1	0.5

# Seven entries picked at random from the list so far:
SMILES	MITF primary	TEAD-YAP block	GPR151 ag	FBW7 act
COC(=O)C1=CN(C(C)C)C=C(C(=O)OC)C1c1ccc(C(C)C)cc1	-21	-10	-0.9	1.0
Cc1cc(C)nc(SCc2nnc(SCC(N)=O)n2-c2ccc(Cl)cc2)n1	4	4	-0.1	0.5
OCCN1CCN(Cc2ccc3c(c2)CN(Cc2ccccc2F)CCO3)CC1	-7	0	-0.8	-0.1
COc1ccc(N2CCCS2(=O)=O)cc1NC(=O)c1ccccc1F	-5	4	-0.5	0.1
COc1ccc(-n2nc(C(=O)NCC(=O)N3CCOCC3)c3ccccc3c2=O)cc1	-14	0	-0.8	0.0
O=C(Nc1ccc(F)c(Cl)c1)N1CCN(c2cc(-n3ccnc3)ncn2)CC1	-10	0	0.8	0.0
Cc1cc(C)cc(OCC(=O)N/N=C/c2c[nH]c3ccccc23)c1	-7	3	1.5	-0.1

# The listing continues.
SMILES	MITF primary	TEAD-YAP block	GPR151 ag	FBW7 act
Brc1ccc2[nH]c3ccc(Br)cc3c2c1	12	-8	1.4	0.0
CC(=O)C(Cc1cc(Cl)ccc1Cl)SC#N (stereo not given)	-2	-8	-0.6	-0.1
COc1cccc(C(=O)Nc2cccc(OC(=O)c3cc(S(=O)(=O)N4CCCCCC4)ccc3Cl)c2)c1	4	1	0.9	-0.1
CC(C)(C)OC(=O)N1CCC[C@@H]1C(=O)NC1CCC(Nc2ccc3[nH]ncc3c2)CC1 (stereo not given in full)	14	7	0.7	-0.3
COC(=O)c1ccccc1NC(=O)Cn1cnc2c(oc3ccccc32)c1=O	3	-2	0.4	-0.1
O=C(NNC(=O)c1ccccc1C(=O)O)c1cccc(I)c1	6	7	-1.4	0.0
COc1ccc(CCNC(=O)c2ccc3c(c2)nc(C)n3-c2ccc(F)cc2F)cc1OC	-10	4	0.3	0.1
N#CC1=C(N)OC2=C(C(=O)CC2)C1(C#N)C#N	-2	-4	-1.0	-0.1
CCCOc1cccc(OCCCCN2CCN(C)CC2)c1	7	-9	1.0	0.1
N=c1occ(C(=O)c2cc(Br)ccc2O)cc1C(=O)NC1CC1	-8	-7	3.3	-0.1

# The listing continues:
SMILES	MITF primary	TEAD-YAP block	GPR151 ag	FBW7 act
COc1ccccc1C(=O)NC(=O)CCl	-8	-12	-0.7	-0.3
O=C(NCc1cccnc1)c1cnc(N2CCc3ccccc3C2)s1	5	-43	-7.5	0.2
CN(C)CCCCCNCCCNC(=O)/C=N\O	-27	8	0.0	0.1
O=C(CN1C(=O)C2C3C=CC(C3)C2C1=O)Nc1ccc(F)cc1Cl (stereo not given)	13	5	-2.4	0.4
CN1CCN(c2cc(-c3cncc(-c4cccs4)c3)nc(-c3ccccc3)n2)CC1	12	0	-0.9	-0.1
COc1ccc2c(=O)c(Oc3ccccc3)c(C(F)(F)F)oc2c1OC	4	4	0.2	0.0
CCOC(=O)N1CCc2c(sc3c2C(=O)NC(c2ccccc2O)N3)C1 (stereo not given)	15	-4	1.2	0.2
COc1cc(OC)nc(Oc2ccccc2/C=N/N(C)C)n1	12	10	1.3	-0.1
C/C(=N\NC(=O)c1ccc(CSc2nc(C)cc(C)n2)cc1)c1ccc(C#N)cc1	13	-5	-1.5	0.3
O=C(NNS(=O)(=O)c1cccs1)c1cccc(S(=O)(=O)N2CCOCC2)c1	7	3	1.6	-0.1

# Later entries
SMILES	MITF primary	TEAD-YAP block	GPR151 ag	FBW7 act
O=C(N[C@@H](Cc1ccccc1)C(=O)O)c1cccnc1	-1	-12	-1.2	0.3
COC(=O)c1cn[nH]c1NC(=S)Nc1c(C)cccc1C	-1	-6	-1.2	-0.1
CCOC(=O)c1c(NC(=O)CSc2nnc(CNC(=O)c3cccs3)n2-c2ccc([N+](=O)[O-])cc2)sc2c1CCCCC2	-15	-5	1.3	0.7
O=C(NCCN1CCn2cc(OCc3ccc(F)cc3)c(=O)cc2C1=O)C1CC1	5	0	6.7*	0.0
Cc1[nH]c(=O)[nH]c(=O)c1S(=O)(=O)N1CCCCC1	9	5	-0.9	0.0
C/C(=N\N=c1/scc(C)n1Cc1ccco1)c1cccc([N+](=O)[O-])c1	-7	-4	0.1	-0.1
COc1ccc(NC(=O)c2coc(=O)c3ccccc23)cc1OC	3	7	0.0	0.0
COc1ccc(Nc2nc(OC)nc(N3CCN(c4ccc(OC)cc4)CC3)n2)cc1	5	9	-0.5	0.1
NS(=O)(=O)c1ccc(-c2ccc(/C=C3\C(=O)N(c4ccc(S(N)(=O)=O)cc4)N=C3C(F)(F)F)o2)cc1	-6	-3	-1.0	-0.1
CCN(C(=O)Cn1nnnc1N)C1(C(=O)Nc2ccccc2)CCCCC1	12	7	0.5	0.2

# The final two compounds of the part above lead into the next:
SMILES	MITF primary	TEAD-YAP block	GPR151 ag	FBW7 act
NS(=O)(=O)c1ccc(-c2ccc(/C=C3\C(=O)N(c4ccc(S(N)(=O)=O)cc4)N=C3C(F)(F)F)o2)cc1	-6	-3	-1.0	-0.1
CCN(C(=O)Cn1nnnc1N)C1(C(=O)Nc2ccccc2)CCCCC1	12	7	0.5	0.2
CN1CCN(S(=O)(=O)c2cc(Cl)ccc2Br)CC1	16	16	0.4	0.5
COc1ccc(CN2CCN(C(=O)c3sc4ncn(Cc5ccccc5F)c(=O)c4c3C)CC2)c(OC)c1OC	-1	9	-0.6	0.0
O=C(Cn1nc2c3ccc(Cl)cc3ncn2c1=O)NC1CC1	-2	-2	-0.8	-0.2
CN1CCC(N(C)C(=O)Cn2nc(C(=O)N3CCN(C)CC3)cc2-c2cccs2)CC1	5	5	-0.1	0.0
CC(C)c1ccc2nc(NN)sc2c1	-12	-16	-0.8	0.1
COc1c(C(=O)Nc2ccc(Cc3ccncc3)cc2)ccc2ccccc12	-3	-10	-1.0	-0.1
CS(=O)(=O)c1cccc(-c2noc(C3CCN(Cc4ccc(Cl)s4)CC3)n2)c1	11	-1	0.5	0.8
CSc1ccc(NC(=O)N2CC=C(n3c(=O)[nH]c4ccccc43)CC2)cc1	-27	-4	1.1	0.1
COCc1c(C(=O)N/N=C/c2cccc3ccccc23)nnn1-c1nonc1N	-8	5	-1.1	0.0
Nc1ccc(-c2nnn(Cc3ccccc3)n2)cc1	7	-12	-1.0	-0.1

# Other results follow:
SMILES	MITF primary	TEAD-YAP block	GPR151 ag	FBW7 act
CSC1=C(C#N)C(c2cccc(O)c2)CC(=O)N1 (stereo not given)	-4	1	0.3	0.2
CC(C)(C)C1CCc2c(sc(NC(=O)c3ccc(F)cc3)c2C(=O)N2CCOCC2)C1 (stereo not given)	10	-1	-1.8	0.0
O=C(NCCNc1ccc([N+](=O)[O-])c(NC2CC2)c1)c1ccc(Br)cc1	2	0	1.7	0.2
CCOC(=O)CN1CC23C=CC(O2)C(C(=O)NCc2ccc(OC)cc2)C3C1=O (stereo not given)	7	5	-0.1	0.1
COc1ccc(/C=N/NC(=O)/C(=C/c2ccc3c(c2)OCO3)NC(=O)c2ccco2)cc1	9	8	-1.0	0.5
COc1ccc(COC(=O)C2=C(C)NC3=C(C(=O)CCC3)C2c2cccc([N+](=O)[O-])c2)cc1 (stereo not given)	18	-3	-0.6	0.3
CCCSc1nnc(CNC(=O)C23CC4CC(CC(C4)C2)C3)n1-c1ccccc1	0	0	1.6	-0.1
COc1ccc2c(CNCCc3ccccc3OC)c(C(=O)O)n(C)c2c1	-4	3	-1.3	0.0
CCSc1nnc2n(-c3ccc(OC)cc3)c(=O)c3c4c(sc3n12)COC(C)(C)C4	-12	2	-0.5	-0.1
CCOC(=O)CC1=CN2CCN=C2S1	-5	1	-2.4	0.0

# Later entries:
SMILES	MITF primary	TEAD-YAP block	GPR151 ag	FBW7 act
CCCC/C=C\c1cnc2c(N3CCN(C)CC3)nccn12	11	7	0.4	0.1
CC(C)(C)c1ccc(C(=O)NNC(=O)COc2ccc(Br)cc2)cc1	14	4	0.4	0.5
CCCCOc1ccccc1C1NC(=O)NC(C)=C1C(=O)OCCOCC (stereo not given)	0	-12	1.6	-0.1
CCN(CC)CCNc1ncnc(N)c1[N+](=O)[O-]	6	8	0.9	0.0
CC(C)(C)C(=O)CSc1nc2cc(C(=O)N3CCC4(CC3)OCCO4)ccc2c(=O)n1Cc1ccc2c(c1)OCO2	7	-3	-0.6	0.1
COCCn1nnnc1C(c1ccc(F)cc1)N1CCN(Cc2ccccc2)CC1 (stereo not given)	-10	6	4.3	0.3
CCOCCOC(=O)C1=C(C)NC2=C(C(=O)CCC2)C1c1ccc(OCc2ccccc2)c(OC)c1 (stereo not given)	14	-2	-0.7	1.0
O=C(CCc1ccccc1)NNC(=O)COc1ccc(Br)cc1	-4	-1	0.3	0.2
CCOC(=O)C1=CN(C)C=C(C(=O)OCC)C1c1cc(OC)c(O)c([N+](=O)[O-])c1	10	5	0.4	0.1
Cc1cccc(NC(=O)N2CCC(CN3CCCCCC3)CC2)c1	-4	-7	-2.2	-0.2

# The results go on:
SMILES	MITF primary	TEAD-YAP block	GPR151 ag	FBW7 act
c1cncc(-c2nc3c4ccccc4nc(N4CCOCC4)n3n2)c1	24	17	-0.4	0.3
CCCN1CCC2(CC1)NC(=O)N(CC(=O)N1CCN(C(=O)OCC)CC1)C2=O	-2	-3	3.5	0.0
Cn1c(=O)[nH]c(N2CCC3(CC2)OCCO3)c(Cc2ccc(C#N)cc2)c1=O	13	-8	-1.5	0.1
CCOc1ccc(-n2c(O)c(C=Nc3ccc(C)cc3)c(=O)[nH]c2=O)cc1	3	-3	0.6	-0.1
Cc1ccc2c(c1)-c1c(sn(-c3ccc(C(C)C)cc3)c1=S)C(C)(C)N2C	-10	-6	3.1	0.1
COc1cc(CCC(=O)OCC(=O)c2c(C)[nH]c3ccccc23)cc(OC)c1OC	1	-1	-0.7	0.1
O=C(/C=C/c1ccccc1)Nc1ccccc1Br	18	-44	1.9	0.2
CSc1ccccc1C(=O)NC1CC1	-13	-3	0.6	0.1
CCc1ccc(NC(=O)C2CC(=O)N(c3ccc(CC)cc3)C2)cc1 (stereo not given)	-2	10	2.5	-0.1
Cn1cnc2c1c(=O)n(Cc1nc(N)nc(N3CCOCC3)n1)c(=O)n2C	7	1	2.8	0.1
